PostGolgi yeast: phenotypic screen on post-Golgi transport, primary screen; post-Golgi transport phenotypic cell assay; inhibition, % at 10 µM; 98,000 tested, 0.9% active; AID 739, 2007;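 also: yeast cells grown in 1536-well plates; yeast grown about 18 h at 30C before absorbance read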
LYP act: LYP phosphatase activators, primary screen, biochemical, DiFMUP fluorescence, 2 µM. Tyrosine-protein phosphatase non-receptor type 22 (Homo sapiens), Q9Y2R2. recombinant LYP; 0 = plate median, 100 = signal doubled. activation, % at 2 µM. 96,000 tested, 0.11% active. AID 697, 2007;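 active = activation at 2 µM above a set limit, the mean plus 5 SD, cut at about 37% in these data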
hDAT+cocaine: changed hDAT dopamine uptake under cocaine IC80, either direction, primary screen, cocaine antagonist project, cell-based, LLC-PK1 hDAT, [14C]-dopamine uptake, MLSMR; B-score at 10 µM; AID 449768, 2010; 110,000 tested, 1.3% active; LLC-PK1 hDAT cells, [14C]-dopamine uptake with cocaine IC80; actives deviate in either direction;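 active = Z score or B-score, a plate-position-corrected score, falls beyond the plate's 99.7% confidence bounds, in either direction; inactive = both scores lie inside the 99.7% bounds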;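 also: scored against the spread of the other compound wells on the same plate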
Target sequence (Q01959 whole entry, looked up): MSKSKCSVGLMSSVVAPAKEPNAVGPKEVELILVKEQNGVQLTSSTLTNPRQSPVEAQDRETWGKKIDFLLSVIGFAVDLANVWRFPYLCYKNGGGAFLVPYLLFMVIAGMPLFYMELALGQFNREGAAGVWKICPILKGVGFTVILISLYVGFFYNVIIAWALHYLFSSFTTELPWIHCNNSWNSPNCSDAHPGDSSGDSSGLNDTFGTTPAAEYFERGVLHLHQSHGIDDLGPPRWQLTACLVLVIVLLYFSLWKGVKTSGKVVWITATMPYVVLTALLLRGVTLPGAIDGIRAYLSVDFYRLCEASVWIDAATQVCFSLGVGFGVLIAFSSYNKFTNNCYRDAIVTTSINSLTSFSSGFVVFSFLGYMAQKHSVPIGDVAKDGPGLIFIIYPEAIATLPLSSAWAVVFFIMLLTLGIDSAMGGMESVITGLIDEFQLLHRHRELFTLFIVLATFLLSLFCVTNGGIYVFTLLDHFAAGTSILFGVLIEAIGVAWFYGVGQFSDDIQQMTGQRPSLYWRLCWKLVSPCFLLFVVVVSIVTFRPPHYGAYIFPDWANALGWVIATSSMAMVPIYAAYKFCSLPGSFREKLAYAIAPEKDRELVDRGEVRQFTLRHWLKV
CYP2C9 inh: blockers of cytochrome P450 2C9 activity – biochemical, luminescence, ADME assay, primary screen | 96,000 tested, 20% active | inhibition, % at 5 µM | AID 777, 2007 | CYP2C9 Supersomes, luciferin-H conversion;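 active = blocking of liver enzyme CYP2C9 beyond about 50% at 5 µM, limit read from the data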; also: values of inactives mirror those of a sister screen read the other way
PTK2B oligo ant: antagonists of Pyk2 self-association, primary screen, Q293 cells, FERM NanoBiT luminescence, HTS; Protein-tyrosine kinase 2-beta (Homo sapiens), Q14289; active compounds read low; z-score (the deposit names both 25 µM and 10 µM); 99,000 tested, 0.83% active; AID 1347419, 2020;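 active = Z-score of -3 or lower, scaled per plate to the spread of control and sample wells; inactive = z-score above -3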;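 also: negative z-score means lost luminescence so less FERM oligomerization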
Ecoli WT expand: growth inhibitors of wild-type E. coli, primary screen, strain BW25113, expanded library, OD600. OD600 absorbance. growth inhibition, % at 100 µM. 98,000 tested, 0.15% active. AID 710, 2007;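 active = growth inhibition above about 50% at one test dose, limit read from the data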;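 also: growth measured after 20 h incubation at 37 °C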
LYP inh 2: PTPN22 phosphatase inhibitors, primary screen, biochemical, DiFMUP fluorescence, 2 µM | 96,000 tested, 0.21% active | inhibition, % at 2 µM | Tyrosine-protein phosphatase non-receptor type 22 (Homo sapiens), Q9Y2R2 | recombinant LYP catalytic domain;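 active = inhibition at 2 µM at or above a set limit, the screen mean plus 3 SD, cut at about 24% in these data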;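 also: 0% = DMSO with enzyme and 100% = enzyme fully blocked by orthovanadate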
PostGolgi ctrl: growth inhibition of yeast control strain, primary screen, counter-screen for post-Golgi transport modulator project; 98,000 tested, 5% active; inhibition, % at 10 µM; efflux-deficient yeast background strain, growth absorbance A615, 16 h; AID 738, 2007
CYP2C9 activ: human CYP2C9 activators, primary screen, biochemical, luminescence | recombinant CYP2C9, luciferin-H conversion; active compounds read high; factor 1 = untreated enzyme, 0 = blocked | activation factor at 5 µM | 96,000 tested, 1.4% active | AID 1024, 2008;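 active = activation factor of 2 or more for CYP2C9 at a 5 µM dose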;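 also: 0 = sulfaphenazole-blocked wells and 1 = vehicle-only wells; values of inactives mirror those of a sister screen read the other way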
An asterisk follows results filed as active; · = no result given. Rule as the data show it, unless noted: active = inhibition above about 30%; inactive = the rest.

compound	PostGolgi yeast	LYP act	hDAT+cocaine	CYP2C9 inh	PTK2B oligo ant	Ecoli WT expand	LYP inh 2	PostGolgi ctrl	CYP2C9 activ
CCOC(=O)N1CCN(CC(=O)n2c(C)c(C)c3ccccc32)CC1	16	5	1.2	-130	0.68	18	-7	-4	2.3*
Cc1cccc(-n2c(SCC(=O)NCc3ccco3)nc3ccccc3c2=O)c1	1	8	1.1	47	-0.63	2	-11	13	0.5
COc1ccc(-c2nnc(COc3ccc4ccccc4c3)o2)cc1OC	-4	12	2.9*	35	-1.1	-7	-9	10	0.6
Cc1cnc(C(=O)OCC(=O)Nc2cc(Cl)cc(Cl)c2)cn1	0	-14	0.1	-8	1.3	-8	12	-5	1.1
COc1n[nH]c2nncnc12	-2	6	0.36	-24	-0.64	1	-7	24	1.2
Cc1nn2cc(-c3ccc(-c4ccccc4)cc3)nc2s1	4	-1	0.98	5	0.65	-12	-3	12	1
CC1CCN(Cc2csc(N)n2)CC1	3	-11	-0.55	0	0.08	0	10	4	1
CCOc1ccc(-c2nnn(CC(=O)N3CCCC3)n2)cc1OCC	·	-4	1.9	·	0.44	·	-1	·	·
COC(=O)c1cc(Br)ccc1NC(=O)Nc1ccc(C)cc1	·	-2	0.26	·	-1.1	·	0	·	·
COc1ccc(/C=N/NC(=O)C(=O)Nc2ccccn2)cc1OC	8	20	1.3	-6	0.13	-10	-22	5	1.1
CCOC(=O)c1sc(NC(=O)CNC(=O)Cn2cnc3sc(C)c(C)c3c2=O)nc1C	·	1	-1.3	37	0.17	·	-2	·	0.6
C=CCn1c(SCc2cc(=O)n3ccsc3n2)nnc1C1CCCCC1	22	-7	1.2	1	1.2	-6	4	0	1
O=C1CC(N2CCN(C(c3ccccc3)c3ccccc3)CC2)C(=O)N1Cc1ccc(N2CCCC2=O)cc1 (centres undefined)	16	6	0.91	46	-2.5	-10	-4	7	0.5
CC1(C)CC(=O)C2=C(C1)OC(N)=C(C#N)C21CCC2(CC1)OCCO2	-11	6	23*	1	1.9	1	-7	18	1
O=C(NC(C(=O)c1ccccc1)n1cnccc1=O)c1ccccc1 (centres undefined)	4	2	1.1	11	0.51	4	-2	2	0.9
O=C(NCCCN1CCCC1=O)NC12CC3CC(CC(C3)C1)C2	6	2	-1	-6	-0.76	4	-5	7	1.1
COC(=O)C(C)N(C(=O)c1cccc(Cl)c1)c1c(C)cccc1C (centres undefined)	-5	-6	-0.4	62*	-0.59	-16	6	7	0.4
O=C1Cc2ccccc2C(c2ccccc2)N1 (centres undefined)	0	3	-0.34	-16	-0.09	0	-5	3	1.2
CC(C)NS(=O)(=O)c1ccc(CCC(=O)NCc2cccnc2)cc1	0	·	-1.5	24	0.92	5	·	3	0.8
COc1ccc(OC)c(S(=O)(=O)N2CCCCC2C(=O)O)c1 (centres undefined)	-8	-8	-1.2	6	-0.57	-1	10	-2	0.9
Cc1ccc(S(=O)(=O)NCC(=O)N(CC(=O)NC2CCCCC2)Cc2ccco2)cc1	10	-5	0.17	10	-0.23	4	9	5	0.9
Cc1ccc(CNc2ccc3c(c2)OCO3)cc1	2	-2	0.066	10	-1.2	-6	2	10	0.9
CC(NC(=O)C(c1ccccc1)c1ccccc1)C(=O)O (centres undefined)	-1	·	-0.65	11	0.43	-4	·	14	0.9
CCOC(=O)c1ccc(NS(=O)(=O)c2cnc[nH]2)cc1	7	·	-1.3	98*	-0.11	9	·	-3	0
CC(C)(C)CC(C)(C)NC1=CC(=O)OC12CCCCC2	-4	6	-1.1	21	0.11	-3	-7	16	0.8
CC(=O)Nc1cccc(OCC(=O)Nc2ccccc2)c1	-1	1	·	-26	0.17	2	3	10	1.3
Cc1ccc(NC(=O)c2ccco2)c(NC(=O)c2cccs2)c1	4	-4	1.7	-1	-0.84	-5	1	9	1
CN(Cc1ccccc1)C(=O)CSc1nc2ccccc2c(=O)n1Cc1ccco1	7	-14	1.3	100*	-1.6	-30	11	56*	0
O=C(CSc1nnnn1-c1ccc2c(c1)OCO2)NCc1cccs1	-4	-4	-0.57	2	0.12	8	-2	-3	1
COC(=O)c1ccn(-c2nc(-c3ccco3)cc(C(F)(F)F)n2)n1	9	-7	0.28	6	0.32	-5	8	-3	0.9

Structures above that contain a Cl atom:
compound	PostGolgi yeast	LYP act	hDAT+cocaine	CYP2C9 inh	PTK2B oligo ant	Ecoli WT expand	LYP inh 2	PostGolgi ctrl	CYP2C9 activ
Cc1cnc(C(=O)OCC(=O)Nc2cc(Cl)cc(Cl)c2)cn1	0	-14	0.1	-8	1.3	-8	12	-5	1.1
COC(=O)C(C)N(C(=O)c1cccc(Cl)c1)c1c(C)cccc1C (centres undefined)	-5	-6	-0.4	62*	-0.59	-16	6	7	0.4

Carrying on:
compound	PostGolgi yeast	LYP act	hDAT+cocaine	CYP2C9 inh	PTK2B oligo ant	Ecoli WT expand	LYP inh 2	PostGolgi ctrl	CYP2C9 activ
CC1(C)C2CCC1(C)C(OC(=O)CSc1nc(N)cc(=O)[nH]1)C2 (centres undefined)	8	4	-0.91	-1	0.01	2	-9	6	1
COC(=O)c1cc(C(=O)c2ccc(Cl)cc2Cl)cn1C	-2	-2	0.8	14	-0.29	4	6	10	0.9
CCOCCCNC(=O)c1ccccc1SCC	·	-5	0.13	·	0.9	·	5	·	·
CCc1nnc(NC(=O)C(C)Sc2ccccc2)s1 (centres undefined)	1	5	-0.82	74*	·	4	-6	-6	0.3
CC1CCCN(CC(O)CN)C1 (centres undefined)	·	0	-0.077	·	2.7	·	2	·	·
CCOC(=O)N1CCN(c2ccc(C(=O)CC)cc2F)CC1	11	-4	-0.0023	48	1.1	7	2	2	0.5
CCOc1cc(C2c3c(n[nH]c3C)C(=O)N2c2ccc(Br)cc2)ccc1O (centres undefined)	-5	4	2.6	71*	-1.7	0	-7	6	0.3
N=C1C(c2nc3ccccc3c(=O)[nH]2)=C(O)CN1CCc1ccccc1	-1	·	0.35	60*	·	-4	·	0	0.4
O=C(c1cc2cc(Cl)ccc2oc1=O)N1CCOCC1	-1	-7	0.24	-27	0.99	-4	7	3	1.3
CCOC(=O)N1CCC(NC(=O)CN2C(=O)CCSc3ccccc32)CC1	6	·	0.21	8	·	4	·	-3	0.9
Cc1c(C(C)NC(=O)Nc2ccc(F)cc2F)cnn1C (centres undefined)	3	-1	0.12	-16	-0.27	1	1	-1	1.2
Cc1cc(NS(=O)(=O)c2ccc(NC(=O)CN3C(=O)c4ccccc4C3=O)cc2)nc(C)n1	1	-4	-0.21	-5	0.71	-2	2	-1	1
CCOc1cc(C(=O)N(C)Cc2cc3cc(OC)ccc3[nH]c2=O)cc(OCC)c1OCC	-2	-10	0.44	32	-0.19	2	14	2	0.7
Cc1cccc(NC(=O)CSc2nc(C)nc3c2c(=O)n(C)c(=O)n3C)c1	5	·	0.34	0	·	-20	·	13	1
CN(C)CC(=O)Nc1ccc(S(N)(=O)=O)cc1	-7	7	-1.7	9	0.18	1	-6	-1	0.9
Cc1ccccc1Sc1c(C#N)c(-c2ccccc2)nn1C	-7	-3	-0.56	27	-2.2	-9	6	8	0.7
O=C(CCN1C(=O)c2ccccc2S1(=O)=O)Nc1ccc2c(c1)OCCO2	3	-4	1	59*	0.91	1	-1	-10	0.4
Cc1ccc(NC(=O)/C(=C\C=C\c2ccccc2)NC(=O)c2ccccc2)cc1	-3	-17	1.5	68*	-1.1	-5	15	9	0.3
CCN(CC)CCNc1nc2ccccc2n1C	2	-10	0.29	-9	0.2	-1	13	1	1.1
COC(=O)C(O)(CC(=O)Nc1ccc(OC(F)(F)F)cc1)C(F)(F)F (centres undefined)	3	-4	0.4	17	1.2	0	3	6	0.8
CCn1c(=O)cc(SCC(=O)Nc2ccc(Cl)cc2)c2ccccc21	-6	-7	0.72	-12	-0.32	-10	10	0	1.1
CC(=O)N1C2CCCCC2S[C@H]2CCCCC21 (some centres undefined)	-6	-8	-1	31	1.4	-1	11	0	0.7
c1cc2c(nn1)CCc1nonc1-2	4	-4	-0.23	-2	-1.2	0	1	1	1
Cc1nc(SCC(=O)OCc2ccccc2)c(C#N)c(-c2ccccc2)c1C(=O)Nc1ccccc1	-7	-5	0.07	59*	-0.26	-22	8	-1	0.4
COC(=O)c1cc(NC(=O)c2cccc(C(F)(F)F)c2)c(=O)oc1C/C=N/OCc1cccc(Cl)c1Cl	-4	-14	0.45	-67	2.3	-11	13	11	1.7
Cc1sc2nc(SCC(=O)N(C)Cc3ccccc3)n(-c3ccccc3)c(=O)c2c1C	-1	0	0.0041	15	-1.8	-3	3	21	0.9
CCOCCCNC(=O)C1CCCCN1S(=O)(=O)c1ccc(F)cc1 (centres undefined)	1	2	-0.87	6	0.51	3	-3	0	0.9
CC(C)c1nc2sc3c(c2c(=O)o1)CCCC3	-9	-2	-0.43	66*	0.57	6	0	14	0.3
Cc1cc(OCCCCCNCCO)cc(C)c1Cl	2	·	-0.35	16	0.61	26	·	5	0.8
O=C1CC(=O)N(Cc2ccco2)C(=O)N1	-9	·	-0.35	-11	0.01	1	·	1	1.1
CCN(C#N)c1nc(N(C)C)nc(N(C)C)n1	-4	5	-0.32	-53	0.15	1	-6	26	1.5
COc1ccc(OCC(=O)OCC(=O)NCc2ccco2)cc1	3	-1	-0.096	5	0.11	-11	1	5	1
CC1(C)CC(=O)CC(C)(C)N1OC(=O)c1ccncc1	-2	-5	-0.85	52*	0.16	-4	4	3	0.5
O=C(/C=C/c1cccc(C(F)(F)F)c1)Nc1cccc(C(F)(F)F)c1	5	4	-1.2	-187	-1.1	-10	0	20	2.9*
O=C(O)CCC(NS(=O)(=O)c1ccc(-c2ccccc2)cc1)C(=O)O (centres undefined)	-1	-4	-0.013	-13	-0.83	-1	0	-1	1.1
COc1ccc(NC(=S)NCCc2ccccc2)c(OC)c1	-5	-16	-0.007	16	0.27	-7	18	6	0.8
c1ccc(-c2nnnn2CCOCCn2nnnc2-c2ccccc2)cc1	-3	-2	-0.42	-66	0.69	-1	1	-2	1.7
Fc1ccc2c(c1)C1C=CCC1C(c1cc3c(cc1Br)OCO3)N2 (centres undefined)	5	14	-0.59	69*	-0.46	-10	-11	28	0.3
CC1CCN(C(=O)CN(CCc2ccccc2)S(C)(=O)=O)CC1	-4	-5	-0.41	14	0.96	3	4	12	0.9
CCCCCCCC1(C)NC(=O)N(c2ccccc2)N1 (centres undefined)	13	2	-0.051	24	1.7	15	-2	0	0.8
O=S1(=O)NC(=NCc2ccco2)c2ccccc21	1	6	-0.85	-7	0.43	6	-10	7	1.1
COC(=O)c1ccc(N2CCN(CC(=O)c3ccc(-c4ccccc4)cc3)CC2)c([N+](=O)[O-])c1	7	-6	·	50*	-0.37	-9	9	6	0.5
O=c1c(Cl)c(N2CCCCC2)cnn1-c1nc2ccccc2[nH]1	-21	-7	0.67	24	-1	-1	10	-3	0.8
O=S(=O)(c1ccccc1)c1cnc(-c2cccnc2)nc1-c1ccccc1	-2	11	-0.8	13	-0.53	1	-12	9	0.9
Cc1cc(C)cc(OCC(=O)Nc2nc3ccc([N+](=O)[O-])cc3s2)c1	-4	8	0.3	48	-0.11	-14	-5	12	0.5
Clc1ccc(-n2cccc2/C=N/n2cnnc2)cc1	8	3	-1.6	56*	-0.85	-4	-1	10	0.4

Screens deposited in PubChem BioAssay by several laboratories.
